From PubChem
Growth percent in the NCI-60 one-dose screen (48 h, 10 µM unless noted): 100 = growth as untreated, 0 = no growth, -100 = all killed.
SK-MEL-28 = SK-MEL-28 melanoma | 81,000 tested, 4.1% active | AID 1794761
UACC-257 = UACC-257 melanoma; AID 1794764; 78,000 tested, 4.4% active
MDA-MB-435 = MDA-MB-435 melanoma | 82,000 tested, 7.8% active
MALME-3M = MALME-3M melanoma; AID 1794766; 78,000 tested, 5.8% active
UACC-62 = UACC-62 melanoma. 81,000 tested, 5.4% active. AID 1794756
LOX IMVI = LOX IMVI melanoma. 79,000 tested, 7.4% active
SK-MEL-2 = SK-MEL-2 melanoma; 77,000 tested, 4.7% active; AID 1794763
SK-MEL-5 = SK-MEL-5 melanoma. 80,000 tested, 6.4% active. AID 1794755
* = called active by the depositor; nt = no result given; & = joins results of further samples; ! = not active in a repeat. Rule for the calls: active = growth percent below 10; inactive = the rest. These rows are one share of the data; the hit share may differ from the screen's.

#	SMILES	SK-MEL-28	UACC-257	MDA-MB-435	MALME-3M
1	Cn1cc(-c2nnc(-c3ccccc3)s2)c2cccnc21	100	106	100	91
2	CC(=O)Nc1ccccc1	104&127	124&112	105&96	115&103
3	COc1ccc2c(c1)c(-c1nnc(-c3cn(C)c4ncccc34)s1)cn2C	97	105	75	83
4	COc1ccc(-n2[nH]c3c(cnc4ccccc43)c2=O)cc1	100&108	109	97&95	105&64
5	CC[C@@]1(O)C(=O)OCc2c1cc1n(c2=O)Cc2c-1nc1cc(F)c(C)c3c1c2[C@@H](N)CC3	-16*	-60*	-42*	-56*
6	O=C(Nc1ccc(C(=O)O)c(O)c1)c1ccccc1	151&110	94&99	99&99	92&89
7	C(=C\c1cn(-c2ccccc2)nc1-c1ccccc1)/c1nnc(-c2ccncc2)o1	112	nt	108	90
8	COc1cc2ncnc(Oc3cccc(NC(=O)Nc4cc(C(C)(C)C(F)(F)F)on4)c3)c2cc1OC	-3.1*	-10*	13	2.6*
9	Cn1cc(-c2nc(N)nnc2-c2c[nH]c3ccc(F)cc23)c2cc(F)ccc21	92	106	84	100
10	CN1CCN(C2CCN(C(=O)Nc3cc(Oc4ccc(NC(=O)C5(C(=O)Nc6ccc(F)cc6)CC5)c(F)c4)ccn3)CC2)CC1	-92*!	-92*!	-93*!	-87*!
11	Cc1ccc(NC(=O)CSc2nc(NC(=O)CN3CCN(c4cc5c(cc4F)c(=O)c(C(=O)O)cn5C4CC4)CC3)cc(=O)[nH]2)cc1	98	105	100	99
12	CC[C@@H]1C(=O)N(C)c2cnc(Nc3ccc(C(=O)NC4CCC(N5CCN(CC6CC6)CC5)CC4)cc3OC)nc2N1C(C)C (some centres not stated)	-72*	-67*	-30*	-81*
13	CC1CCOC2Cn3cc(C(=O)NCc4ccc(F)cc4F)c(=O)c(O)c3C(=O)N12 (configuration not stated)	108	95	100	107
14	Cc1cccc(C)c1NC(=O)C1CCCCN1C (configuration not stated)	112	95	100	96
15	NC1(c2ccc(-c3nc4ccn5c(=O)[nH]nc5c4cc3-c3ccccc3)cc2)CCC1	-67*	-68*	27	-71*

#	UACC-62	LOX IMVI	SK-MEL-2	SK-MEL-5
1	71	89	104	85
2	102&95	100&99	111&130	107&104
3	74	84	82	57
4	88&96	105&88	111&80	99&100
5	-78*	-74*	-29*	-78*
6	96&97	97&97	97&113	106&107
7	nt	94	98	102
8	-11*	0.9*	nt	0.1*
9	80	85	96	84
10	-78*!	-88*!	81	-98*!
11	92	101	101	101
12	-47*	-72*	nt	-96*
13	96	nt	nt	88
14	101	98	114	nt
15	48	-58*	nt	-86*

Next part.
#	SMILES	SK-MEL-28	UACC-257	MDA-MB-435	MALME-3M
16	COc1ccc(/C=C/C(C)=N/OCC(=O)Nc2ccc(OC)cc2)cc1	104	108	107	95
17	O=C(c1cccs1)C1C(c2cccs2)CC(O)(c2cccs2)C(C(=O)c2cccs2)C1c1cccs1 (configuration not stated)	110	98	99	96
18	O=C(c1ccc2nc(NS(=O)(=O)c3ccc4ccccc4c3)sc2c1)N1CCN(C(c2ccccc2)c2ccccc2)CC1	98	85	104	97
19	[2H]C1([2H])[C@H](C)O[C@H](C)C([2H])([2H])N1c1ccc(NC(=O)c2cccc(-c3ccc(OC(F)(F)F)cc3)c2C)cn1	89	nt	73	68
20	Cn1cc(C(=O)c2nc(-c3cn(C)c4ccc(Cl)cc34)no2)c2ccccc21	113	88	104	72
21	[2H]C1([2H])N(C(=O)c2cc(Cc3n[nH]c(=O)c4ccccc34)ccc2F)C([2H])([2H])C([2H])([2H])N(C(=O)C2CC2)C1([2H])[2H]	105	70	109	117
22	CCOC(=O)NNc1nncc2ccccc12	122	93	100	99
23	CCCCCCc1ccc(O)cc1O	112	101	95	97
24	CCCCC1C(=O)N(c2ccccc2)N(c2ccccc2)C1=O	111	105	108	97
25	CC(=O)Nc1ccc(O)cc1	125&66&114	107&155&98	110&109&105	2.0*!
26	CCCCCC(=O)O[C@]1(C(C)=O)CCC2C3CCC4=CC(=O)CC[C@]4(C)C3CC[C@@]21C (some centres not stated)	49	14	28	62
27	Cn1cc(C(=O)c2nc(-c3cn(C)c4ccc(Br)cc34)no2)c2cc(F)ccc21	95	98	89	84
28	Cc1ccc(C2CC(c3ccc(N(C)C)cc3)=NN2c2ccc(S(=O)(=O)NC(=O)NCc3ccccc3)cc2)cc1 (configuration not stated)	79	100	95	nt
29	Cc1cccc(NC(=O)Nc2ccc3nc(NS(=O)(=O)c4ccc5ccccc5c4)sc3c2)c1	101	87	97	102

#	UACC-62	LOX IMVI	SK-MEL-2	SK-MEL-5
16	94	95	nt	97
17	89	92	94	nt
18	62	83	83	82
19	53	68	56	54
20	85	99	103	99
21	76	85	79	100
22	101	91	119	105
23	89	92	136	99
24	nt	99	99	102
25	106&102&100	106&101&103	108&82&96	112&113&98
26	18	10	nt	-1.8*
27	93	101	101	94
28	82	90	96	81
29	89	94	101	101

A different layout for some results above.
21. [2H]C1([2H])N(C(=O)c2cc(Cc3n[nH]c(=O)c4ccccc34)ccc2F)C([2H])([2H])C([2H])([2H])N(C(=O)C2CC2)C1([2H])[2H]
  SK-MEL-28: 105
  UACC-257: 70
  MDA-MB-435: 109
  MALME-3M: 117
  UACC-62: 76
  LOX IMVI: 85
  SK-MEL-2: 79
  SK-MEL-5: 100
22. CCOC(=O)NNc1nncc2ccccc12
  SK-MEL-28: 122
  UACC-257: 93
  MDA-MB-435: 100
  MALME-3M: 99
  UACC-62: 101
  LOX IMVI: 91
  SK-MEL-2: 119
  SK-MEL-5: 105
23. CCCCCCc1ccc(O)cc1O
  SK-MEL-28: 112
  UACC-257: 101
  MDA-MB-435: 95
  MALME-3M: 97
  UACC-62: 89
  LOX IMVI: 92
  SK-MEL-2: 136
  SK-MEL-5: 99
24. CCCCC1C(=O)N(c2ccccc2)N(c2ccccc2)C1=O
  SK-MEL-28: 111
  UACC-257: 105
  MDA-MB-435: 108
  MALME-3M: 97
  UACC-62: nt
  LOX IMVI: 99
  SK-MEL-2: 99
  SK-MEL-5: 102
